PfM18AAP inh – PfM18AAP inhibitors, malaria aminopeptidase, primary screen, biochemical, QFRET, recombinant enzyme. M18 aspartyl aminopeptidase (Plasmodium falciparum 3D7). H-Glu-NHMec fluorogenic cleavage. inhibition, % at 7.35 µM. 290,000 compounds, 1.2% hits. AID 1822, 2009;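 active = inhibition above the campaign mean inhibition over all tested compounds plus 3 SD, cut at about 28% in these data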;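 also: 0% = plate median of test compound wells and 100% = 2 mM ZnCl2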
FID counter – compounds displacing fluorescent DNA intercalator, primary screen, artefact control for HCV NS3 helicase inhibitor project, biochemical, FID fluorescence; 290,000 compounds, 0.17% hits; DNA fluorescent intercalator displacement; inhibition, % at 7.9 µM; in the data active = inhibition above about 37%;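 also: 0% = vehicle and 100% = reference compound; higher means more ethidium bromide displaced from hairpin DNA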
IMP-1 inh – IMP-1 metallo-beta-lactamase inhibitors, primary screen, biochemical, epi-absorbance readout, Pseudomonas aeruginosa enzyme | purified IMP-1, nitrocefin hydrolysis, epi-absorbance fluorescence | 290,000 compounds, 0.45% hits | metallo-beta-lactamase IMP-1 (Pseudomonas aeruginosa) | inhibition, % at 5.6 µM | AID 1556, 2009;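 active = inhibition above the mean plus 3 SD of all compounds in the same screening run, cut at about 4.5% in these data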;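 also: 0% = IMP-1 with DMSO and 100% = DMSO wells lacking enzyme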
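assay system = purified recombinant IMP-1 metallo-beta-lactamase enzyme | schedule = 15 min preincubation plus 25 min reaction at 25 °C | signal = Epi-absorbance fluorescence, 480 nm excitation, 530 nm emission | read-out basis = percent inhibition from optical density relative to buffer-blank wells | controls = IMP-1 with DMSO as 0%, enzyme-free DMSO as 100%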
IDE act – human IDE activators in live cells, primary screen, fluorescence polarization, HEK cells, FAbeta-B substrate; 340,000 compounds, 0.073% hits; activation, % at 5.96 µM; FAbeta-B cleavage; 0% vehicle, 100% cell-free pure enzyme wells;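 active = activation above the mean of all tested compounds plus 3 SD, set per screening campaign, cut at about 17% in these data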
IDE inh – human IDE inhibitors in live cells, primary screen, fluorescence polarization, HEK cells, FAbetaB substrate | Insulin-degrading enzyme (Homo sapiens), P14735 | FAbetaB cleavage | inhibition, % at 5.59 µM | 320,000 compounds, 0.41% hits | AID 434962, 2010;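 active = percent inhibition above the average of all tested compounds plus 3 SD, set per screening campaign, cut at about 16% in these data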;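 also: IDE supplied by intact live HEK cells; FP after avidin binding of uncleaved biotin substrate so inhibition keeps polarization high; 0% = DMSO wells and 100% = 60 µM reference IDE inhibitor Ii1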
VIM-2 inh – VIM-2 metallo-beta-lactamase inhibitors, primary screen, biochemical, epi-absorbance readout, Pseudomonas aeruginosa enzyme; purified VIM-2, nitrocefin hydrolysis, epi-absorbance fluorescence; inhibition, % at 5.6 µM; 290,000 compounds, 0.89% hits;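 active = inhibition above the mean of all tested compounds plus 3 SD, cutoff set per screening run, cut at about 7.5% in these data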;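 also: red hydrolysis product quenches plate fluorescence so inhibitors raise well fluorescence; 0% = enzyme with DMSO and 100% = DMSO without enzyme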
pCIP destab – p/CIP-EGFP fusion destabilizers, primary screen, fluorescence, F442A cells; decrease of EGFP signal, % at 10 µM; 290,000 compounds, 0.01% hits; AID 1984, 2009; 16 h; Q05BA5;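 active = EGFP signal decrease of at least 30% at 10 µM or well 3 SD below plate mean, unless failing retest; inactive = the rest, including hits failing retest or dose response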; also: some compounds called inactive have numbers as strong as hits; many of its hits are not listed in these tables
UBC9 SUMO inh – inhibitors of in vitro SUMOylation cascade, primary screen, biochemical, HTRF, uHTS | SUMO-conjugating enzyme UBC9 (Homo sapiens), P63279 | HTRF SUMOylation assay, SAE1/SAE2 + UBC9 | inhibition, % at 35 µM | 290,000 compounds, 0.36% hits | AID 2006, 2009; in the data active = inhibition above about 50%, passing the limit was not always enough; also: strong numbers were not always called active
NS3 helicase inh – inhibitors of HCV NS3 helicase, primary screen, biochemical, Cy5 molecular beacon fluorescence; Hepatitis C virus NS3 helicase; NS3 helicase DNA unwinding; inhibition, % at 10.9 µM; 290,000 compounds, 0.56% hits; AID 1800, 2009;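 active = inhibition above the mean of all tested compounds plus 3 SD, set per campaign, cut at about 35% in these data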;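 also: 0% = DMSO wells and 100% = thioflavine S control wells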
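System: NS3 helicase fragment of HCV / Schedule: 1 h at 25 °C / Control set: DMSO alone as 0% and 110 µM thioflavine S as 100% / Reagent: Cy5/quencher beacon DNA duplex and ATP to start / Technique: Cy5 fluorescence / Replication: singlicate / Evaluation: % inhibition of end-to-start signal ratio versus controls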
Starred values were filed as active, the others as inactive; . = no result given.

[1] COc1ccc(Cl)cc1NC(=O)C1CC(=O)N(C2CCCCC2)C1 (stereo unspecified)
[2] CCN(CCCNC(=O)CN1C(=O)COc2ccccc21)c1ccccc1
[3] O=C(NCC(=O)N1CCOCC1)c1ccc(Cl)cc1
[4] COc1ccc(N2CCN(C(=O)CSc3nc4ccccc4c(=O)[nH]3)CC2)cc1
[5] CCC(OC(=O)c1nsc(Cl)c1Cl)C(=O)NCCc1ccccc1 (stereo unspecified)
[6] Cc1ccc(/C(CSc2nccn2-c2ncc(C(F)(F)F)cc2Cl)=N\O)cc1
[7] O=C(O)C1CCCCC1C(=O)NCc1ccccc1 (stereo unspecified)
[8] N#CCCN1CCN(S(=O)(=O)c2ccc(S(=O)(=O)NCc3ccccc3)cc2)CC1
assay / compound,1,2,3,4,5,6,7,8
IMP-1 inh,-0.4,-2.0,-1.3,-2.6,-3.0,-3.8,-3.7,-2.0
IDE act,3,1,1,-1,6,-4,5,-1
FID counter,-40,-6,-2,-33,-31,-30,2,-8
pCIP destab,-8,1,-10,-7,-1,4,-25,-8
NS3 helicase inh,1,2,6,1,2,5,2,0
IDE inh,-3,0,1,0,2,-6,0,3
VIM-2 inh,-2.0,-1.4,-1.6,-0.9,-0.6,-4.3,-7.4,-2.5
UBC9 SUMO inh,3,-1,-5,-7,-9,1,-15,1
PfM18AAP inh,2,8,1,8,5,-8,-15,-10

[9] C=CCn1c(N2CCN(c3ccc(OC)cc3)CC2)nc2c1c(=O)n(C)c(=O)n2C
[10] Cc1cccc(NC(=O)NC2CCCCCCC2)c1C
[11] O=C(CN1C(=O)NC2(CCCCCCC2)C1=O)NC1CCCc2ccccc21 (stereo unspecified)
[12] CCOc1ccc(N2CC(C(=O)Nc3nnc(Cc4ccccc4)s3)CC2=O)cc1 (stereo unspecified)
[13] CC(C)(C)NC(=O)CSc1nnc(CN2CCCCCC2=O)n1-c1ccccn1
[14] COc1ccc2nc(SCC(=O)Nc3ccc(S(=O)(=O)Nc4nccc(C)n4)cc3)[nH]c2c1
[15] CC(=O)N/C(=C/c1ccc([N+](=O)[O-])cc1)C(=O)O
[16] COc1cccc(CNCCc2c[nH]c3ccccc23)c1OCc1ccccc1F
assay / compound,9,10,11,12,13,14,15,16
IMP-1 inh,0.7,-3.1,-1.9,-2.6,-3.7,-3.9,-1.8,-1.7
IDE act,-8,1,6,1,1,5,-1,3
FID counter,-30,-28,-23,-49,-12,-12,2,25
pCIP destab,9,-6,-4,-8,9,-27,-9,-5
NS3 helicase inh,8,4,10,-7,-9,7,-1,-99
IDE inh,6,.,0,4,6,-6,0,2
VIM-2 inh,0.7,-3.3,-3.4,-1.1,-2.5,0.0,-2.4,-2.0
UBC9 SUMO inh,22,5,-6,3,0,11,15,8
PfM18AAP inh,-10,0,-9,2,4,1,32*,3

[17] N#Cc1ccsc1NC(=O)CN1CCN(S(=O)(=O)c2ccc3ccccc3c2)CC1
[18] Cc1ccc(OCCn2cc(/C=C3\C(=O)NN(c4ccccc4)C3=O)c3ccccc32)cc1
[19] OC1CC(c2ccco2)NC2(CCCCC2)C1 (stereo unspecified)
[20] CC(C)(C)OC(=O)N1CCCN(C(=O)c2ccc(Cl)cc2)CC1
[21] N#Cc1ccc(NC(=O)COC(=O)C2=COCCO2)cc1
[22] Cc1c(C(=O)NCc2cccnc2)oc2ccc(S(=O)(=O)N3CCCCCC3)cc12
[23] COC(=O)c1c(NC(=O)CC2Sc3ccc(C(F)(F)F)cc3NC2=O)sc(C)c1C (stereo unspecified)
[24] Cc1cc(NC(=O)CSc2nc(C3CC3)nc3sc4c(c23)CCC(C)C4)no1 (stereo unspecified)
assay / compound,17,18,19,20,21,22,23,24
IMP-1 inh,-1.7,-2.1,0.9,-2.5,-2.9,-2.0,-0.4,-2.4
IDE act,-6,1,3,5,2,-1,-2,.
FID counter,-30,-11,11,-21,0,-31,4,1
pCIP destab,6,4,4,-1,-6,-12,-5,.
NS3 helicase inh,10,-1,-7,1,5,-6,2,7
IDE inh,4,4,2,10,4,5,3,-4
VIM-2 inh,-4.4,-2.8,0.1,-1.0,-0.8,-3.6,-1.4,0.0
UBC9 SUMO inh,-49,-5,0,5,20,2,3,.
PfM18AAP inh,5,1,4,-4,3,1,4,-8

Entries of single compounds as entered above. Screens in order: IMP-1 inh, IDE act, FID counter, pCIP destab, NS3 helicase inh, IDE inh, VIM-2 inh, UBC9 SUMO inh, PfM18AAP inh
Cc1cc(NC(=O)CSc2nc(C3CC3)nc3sc4c(c23)CCC(C)C4)no1 (stereo unspecified) across the screens: -2.4, ., 1, ., 7, -4, 0.0, ., -8
Cc1c(C(=O)NCc2cccnc2)oc2ccc(S(=O)(=O)N3CCCCCC3)cc12 across the screens: -2.0, -1, -31, -12, -6, 5, -3.6, 2, 1
OC1CC(c2ccco2)NC2(CCCCC2)C1 (stereo unspecified) across the screens: 0.9, 3, 11, 4, -7, 2, 0.1, 0, 4
CC(C)(C)OC(=O)N1CCCN(C(=O)c2ccc(Cl)cc2)CC1 across the screens: -2.5, 5, -21, -1, 1, 10, -1.0, 5, -4
N#Cc1ccsc1NC(=O)CN1CCN(S(=O)(=O)c2ccc3ccccc3c2)CC1 across the screens: -1.7, -6, -30, 6, 10, 4, -4.4, -49, 5

Carrying on.
[25] CCN(CC)C(=O)CSc1nnnn1-c1ccc(F)c(Cl)c1
[26] CN1CCN(CC(=O)N(C)c2nc(-c3ccccc3)cs2)CC1
[27] CC(C)CC(=O)OCC(=O)Nc1ccccc1Sc1ccccc1
[28] CSc1nnc(Cn2c(=O)sc3ccccc32)n1-c1cccc(Cl)c1
[29] C=CCn1c(SCC(=O)Nc2ccc3c(c2)OCO3)nnc1-c1cc(Br)ccc1O
[30] Cc1cc(C(=O)N2CCCC(C(=O)c3ccc4ccccc4c3)C2)nn1C (stereo unspecified)
[31] CC(C)NC(=O)C1CCCN(S(C)(=O)=O)C1 (stereo unspecified)
[32] Cc1ccc(-c2[nH]c3cc(C(N)=O)ccc3c(=O)c2O)cc1
assay / compound,25,26,27,28,29,30,31,32
IMP-1 inh,-5.0,-2.1,-2.2,-1.8,-1.9,-3.3,-0.4,.
IDE act,2,-1,4,1,4,-1,7,3
FID counter,-9,16,-22,-28,-18,-37,-2,.
pCIP destab,0,0,6,2,4,-4,2,-12
NS3 helicase inh,3,49*,-10,-12,1,-7,-5,.
IDE inh,2,-5,5,2,3,2,3,6
VIM-2 inh,-1.1,-1.1,-1.0,-3.3,-3.1,-2.6,-1.9,.
UBC9 SUMO inh,-11,21,-28,16,-15,6,0,35
PfM18AAP inh,2,1,-5,3,-7,6,0,.

[33] O=S(=O)(c1ccccc1)N1CCC(O)(CN2CCN(c3ccccc3)CC2)CC1
[34] CC(C)(C)c1cc(NC(=O)c2ccco2)no1
[35] CC(C)CCn1c(=S)[nH]c2ncccc2c1=O
[36] CSc1ccc(CCNC(=O)c2ccc(CS(=O)Cc3ccccc3Cl)o2)cc1 (stereo unspecified)
[37] Cc1ccccc1NC(=O)Nc1ccccc1Br
[38] COc1ccc(N2CCN(Cc3cc4c(cc3O)CCC4)CC2)cc1
[39] CCn1cc(CN2CCC(n3nccc3NC(=O)c3ccccc3OC)CC2)cn1
[40] COc1cccc(CC2(CO)CCCN(Cc3[nH]c4ccc(C)cc4c3C)C2)c1 (stereo unspecified)
assay / compound,33,34,35,36,37,38,39,40
IMP-1 inh,-1.2,-2.0,-1.5,-3.6,-3.5,1.0,1.3,-1.3
IDE act,-1,0,1,-6,-3,0,-2,13
FID counter,-3,1,-2,-53,0,1,10,11
pCIP destab,4,-6,-5,5,5,3,-23,7
NS3 helicase inh,-11,-2,-1,-6,4,-11,10,-74
IDE inh,.,-2,4,11,1,0,2,0
VIM-2 inh,-0.8,-2.9,-2.6,-2.5,-5.6,-2.0,0.6,0.0
UBC9 SUMO inh,-29,20,12,1,24,-16,6,-13
PfM18AAP inh,4,-11,-1,0,4,18,0,0

[41] O=C(CCl)N(C/C=C/c1ccccc1)c1ccc2c(c1)OCCO2
[42] COc1ccc(CCNC(=O)COC(=O)c2cc(OC)c(OC)cc2OC)cc1
[43] Cc1ncc(CO)c2c1OC(C)(C)OC2
[44] CCOC(=O)CSc1ncc(-c2ccc([N+](=O)[O-])cc2)[nH]1
[45] COCCN(Cc1cc2cc(C)ccc2n2nnnc12)C(=S)Nc1ccccc1C
[46] CCOc1cc(/C=C2\C(=N)N3N=CSC3=NC2=O)ccc1OS(=O)(=O)c1ccccc1
[47] c1ccc(Nc2ncnc3sc4c(c23)CCC4)cc1
[48] CCn1c(C)nc2cc(C(=O)NNC(=S)Nc3ccccc3Cl)ccc21
assay / compound,41,42,43,44,45,46,47,48
IMP-1 inh,0.3,-0.5,.,-0.5,-2.8,-3.2,-1.3,-5.5
IDE act,4,1,-1,3,6,0,-2,5
FID counter,-14,-20,.,3,-3,-11,-4,-6
pCIP destab,4,2,3,-7,7,-3,-16,-7
NS3 helicase inh,-2,-16,.,4,2,13,-3,-2
IDE inh,9,3,1,2,-2,3,-2,-3
VIM-2 inh,1.4,0.2,.,-0.5,-2.4,-2.5,0.2,-6.4
UBC9 SUMO inh,8,-1,11,1,22,16,21,5
PfM18AAP inh,-3,-4,.,-4,6,24,-10,3

[49] COC(=O)/C(C#N)=C/c1c(N2CCCCCC2)nc2ccccn2c1=O
[50] Cc1noc(C(=O)Nc2ccc(F)c(Cl)c2)c1Cl
[51] COc1ccc(NC(C)=O)cc1S(=O)(=O)Nc1ccccc1C(=O)N1CCCC1
[52] C=CCNc1nc2c(c(=O)[nH]c(=O)n2C)n1CCOc1ccccc1
[53] O=C(NC(=S)Nc1cc(Cl)ccc1O)c1cccc(Br)c1
[54] CC(C)OP(=O)(OC(C)C)C(C)NC(=O)Cc1ccccc1 (stereo unspecified)
[55] Cc1cc(OC(=O)c2ccccc2)c([N+](=O)[O-])c(=O)[nH]1
assay / compound,49,50,51,52,53,54,55
IMP-1 inh,-1.8,-2.7,-3.2,-0.2,0.0,-0.9,-1.5
IDE act,2,3,-1,4,1,3,2
FID counter,-20,-3,1,-11,6,-6,5
pCIP destab,17,2,-3,4,6,2,14
NS3 helicase inh,6,-6,7,-6,16,1,0
IDE inh,6,1,-2,-2,3,-2,.
VIM-2 inh,-1.0,-1.9,-2.5,-0.5,-2.2,-2.4,-2.9
UBC9 SUMO inh,14,-12,-2,0,-3,7,7
PfM18AAP inh,0,3,-1,-2,4,2,8

Screens deposited in PubChem by several laboratories.
